Screens: PubChem, several laboratories
HIF act – HIF pathway transcriptional activators, primary screen, cell-based, U2OS HRE-luciferase, luminescence. actives 0.32% (n = 300,000). U2OS HRE-luciferase reporter; normalized: DMSO 0%, desferrioxamine 100%. activation, % at 7.5 µM (by protocol);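 active means mean activation of at least 10% of the iron chelator positive control signal, with at least half of replicates also reaching 10%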
TRPC4 potent – positive allosteric modulators of TRPC4, primary screen, cell-based, mouse TRPC4beta, HEK293 mu-opioid, Fluo-4 calcium. Short transient receptor potential channel 4 (Mus musculus), Q9QUQ5. DAMGO EC20, Fluo-4 Ca2+ flux; active compounds read high. B-score at 10 µM. actives 0.42% (n = 310,000). AID 2227, 2009;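 active means B-score of calcium response area above 5 SD of library B-scores, with initial fluorescence ratio within 5 SD of library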;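 further: B-score of integrated fluorescence ratio over time as area under calcium response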
Target sequence (Q9QUQ5 whole entry, looked up): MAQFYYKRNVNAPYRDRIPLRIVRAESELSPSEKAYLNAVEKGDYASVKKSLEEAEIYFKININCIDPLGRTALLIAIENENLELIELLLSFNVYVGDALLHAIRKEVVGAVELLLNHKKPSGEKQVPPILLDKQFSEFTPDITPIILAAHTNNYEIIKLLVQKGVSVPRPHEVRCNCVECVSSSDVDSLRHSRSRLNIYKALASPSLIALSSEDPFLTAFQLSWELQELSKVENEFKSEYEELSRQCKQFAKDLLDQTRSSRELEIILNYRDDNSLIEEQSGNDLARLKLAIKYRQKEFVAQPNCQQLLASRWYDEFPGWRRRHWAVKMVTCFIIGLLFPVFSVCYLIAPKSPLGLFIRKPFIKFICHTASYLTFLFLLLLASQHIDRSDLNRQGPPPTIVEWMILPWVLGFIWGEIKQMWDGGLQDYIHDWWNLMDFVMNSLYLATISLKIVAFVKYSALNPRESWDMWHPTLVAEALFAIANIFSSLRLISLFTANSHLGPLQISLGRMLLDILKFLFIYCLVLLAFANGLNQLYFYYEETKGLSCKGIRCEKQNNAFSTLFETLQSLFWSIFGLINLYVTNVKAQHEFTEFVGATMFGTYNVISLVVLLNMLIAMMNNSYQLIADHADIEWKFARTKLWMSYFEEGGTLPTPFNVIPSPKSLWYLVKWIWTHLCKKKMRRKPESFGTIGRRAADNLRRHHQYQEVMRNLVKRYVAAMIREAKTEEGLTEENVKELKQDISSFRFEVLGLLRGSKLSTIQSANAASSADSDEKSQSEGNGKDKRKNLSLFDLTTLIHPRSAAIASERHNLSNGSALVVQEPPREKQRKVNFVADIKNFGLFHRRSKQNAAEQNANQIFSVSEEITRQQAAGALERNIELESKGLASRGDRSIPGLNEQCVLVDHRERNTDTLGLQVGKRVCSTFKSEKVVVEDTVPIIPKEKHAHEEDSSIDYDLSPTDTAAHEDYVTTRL
MrgX1 ag – agonists of human MrgX1 receptor, primary screen, HEK293 cells, Fluo-4 calcium flux | Mas-related G-protein coupled receptor member X1 (Homo sapiens), Q96LB2 | Fluo-4 calcium fluorescence, agonist mode; active compounds read high | B-score at 10 µM | actives 0.44% (n = 310,000);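 active means calcium response B-score plate-corrected fluorescence ratio at least 3 library SD, with starting fluorescence B-score inside 5 SD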
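Test system: Stable human MrgX1 HEK293 cell line | Schedule: Overnight plating before 1 h dye loading | Read-out basis: Baseline-normalised fluorescence change ratio, B-scored | Detection: Kinetic calcium dye fluorescence, Fluo-4 NW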
PolyA inh – polyadenylation inhibitors in yeast reporter cells, primary screen, luminescence, S. cerevisiae; calls only at 12 µM; AID 1875, 2009; S. cerevisiae SKY197-pL101 polyadenylation reporter, beta-gal luminescence; efflux-impaired pdr1/pdr3 knockout yeast; score 100 = 6 SD above DMSO; actives 0.02% (n = 300,000);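 active means lowest replicate activity score at least 50, where 100 means six control SD above control mean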;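 further: yeast exposed to compound for 9 h at 30 °C; higher score means more reporter readthrough which indicates perturbed polyadenylation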
TRPC6 inh – mouse TRPC6 channel inhibitors, primary screen, cell-based, HEK293, membrane potential dye. B-score at 10 µM. actives 1.1% (n = 310,000). Short transient receptor potential channel 6 (Mus musculus), Q61143. ACh-evoked depolarization; active compounds read low;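 active means B-score under library mean minus 3 SD, initial fluorescence not abnormally high, positive integrated signal ratio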;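 further: B-score derived from integrated fluorescence ratio over the kinetic read; more negative B-score means stronger inhibition of depolarization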
MrgX1 antagonist – antagonists of human MrgX1 receptor, primary screen, HEK293 cells, Fluo-4 calcium flux. BAM8-22 antagonism; active compounds read low. Mas-related G-protein coupled receptor member X1 (Homo sapiens), Q96LB2. B-score at 10 µM. actives 1.3% (n = 310,000). AID 588676, 2011;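 active means calcium-response B-score plate-corrected more than 3 library SD below zero, starting fluorescence within 5 deviations, no agonist response on first addition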;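 further: peak minus trough fluorescence over baseline after final BAM8-22 challenge near maximal dose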
MrgX1 PAM – positive allosteric modulators of MrgX1, primary screen, HEK293 cells, Fluo-4 calcium flux; Mas-related G-protein coupled receptor member X1 (Homo sapiens), Q96LB2; FDSS; active compounds read high; B-score at 10 µM; actives 0.63% (n = 310,000);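 active means plate-corrected calcium response at least 3 library SD above typical, normal starting fluorescence, not activating the receptor alone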;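 further: compound read alongside a low EC10 to EC30 dose of BAM8-22 agonist; peak minus trough fluorescence over baseline measured at the second addition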
TRPC4 agonist – activators of mouse TRPC4 channel, primary screen, Fluo4 calcium, HEK293 TRPC4beta/mu-opioid cells. Short transient receptor potential channel 4 (Mus musculus), Q9QUQ5. Fluo4 calcium fluorescence; active compounds read high. B-score at 10 µM. actives 0.49% (n = 310,000);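 active means B-score above 5 SD of library B-scores, and initial fluorescence ratio not above library mean plus 5 SD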;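 further: positive B-score marks a calcium rise read as TRPC4 activation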
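Assay system – TRPC4beta and mu-opioid receptor HEK293 stable cells · Measured by – Fluo4 fluorescence, kinetic · Schedule – dye loading 45 min room temperature, 110 s kinetic read · Read-out – B-scored integrated calcium fluorescence ratio · Controls – buffer and maximal DAMGO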
AI-2 QS mod – Vibrio harveyi AI-2 quorum sensing modulators, primary screen, JMH597 strain, luminescence/OD600 ratio; AID 2094, 2009; Vibrio harveyi JMH597 AI-2 luminescence/OD600 ratio, 9 h; active compounds read low; strain lacks LuxN and CqsS sensors; 0 = neutral-control median; activity change, % at 7.5 µM; actives 0.4% (n = 300,000); in the data active means activity change below about -75%, passing the limit was not always enough;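 further: luminescence divided by OD600 gain over 9 h not by final OD600 alone; inactives centre near 13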
TRPC4 block – inhibitors of mouse TRPC4 channel, primary screen, Fluo4 calcium, HEK293 TRPC4beta/mu-opioid cells. Short transient receptor potential channel 4 (Mus musculus), Q9QUQ5. DAMGO-evoked Fluo4 calcium flux; active compounds read low. B-score at 10 µM. actives 0.39% (n = 300,000);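 active means B-score over 3 SD under the library average, no early fluorescence shift, positive overall ratio signal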
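Material: HEK293 cells with stable TRPC4beta plus mu-opioid receptor expression / Probe or stimulus: DAMGO in two steps, submaximal then maximal / Compound: single concentration per test compound / Technique: kinetic Fluo4 fluorescence imaging of calcium influx / Read-out: per-well B score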
TRPC6 act – mouse TRPC6 channel activators, primary screen, cell-based, HEK293, membrane potential dye. Short transient receptor potential channel 6 (Mus musculus), Q61143. actives 0.13% (n = 310,000). HEK293-TRPC6 membrane potential dye fluorescence; active compounds read high. B-score at 10 µM;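 active means B-score of the integrated fluorescence ratio above library mean plus 3 SD, and starting fluorescence ratio within library mean plus 5 SD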;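 further: higher score means more depolarization so channel activation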
* marks the source's active call; other numbers are inactive results; i = inactive; nt = no result given.

Results follow in this order: HIF act	TRPC4 potent	MrgX1 ag	PolyA inh	TRPC6 inh	MrgX1 antagonist	MrgX1 PAM	TRPC4 agonist	AI-2 QS mod	TRPC4 block	TRPC6 act
> CCn1c(C(C)NS(=O)(=O)c2ccc(Cl)cc2)n[nH]c1=S (stereo unspecified)
  -0.2	i	i	i	i	-6.5*	i	i	21.2	i	i
> CC(=O)Nc1ccc(S(=O)(=O)N2CCCC2)cc1
  -0.5	i	i	i	i	i	i	i	0.4	i	i
> COc1ccc(CNCCC2(C(C)C)CCOC(C)(C)C2)cc1 (stereo unspecified)
  -0.2	i	i	i	i	i	i	i	28.2	i	i
> COc1cccc(CN2CCSCC2)c1
  nt	i	i	i	i	i	i	i	32.1	i	i
> CCCNc1nc2c(c(=O)n(C)c(=O)n2C)n1CCCc1ccccc1
  -0.9	i	i	i	i	i	i	i	nt	i	i
> CS(=O)(=O)N(Cc1nc2sc3c(c2c(=O)[nH]1)CCCC3)C1CCCCC1
  0.2	i	i	i	i	i	i	i	41.4	i	i
> C/C=C(/C)C(=O)Nc1cccc(C2=NOC3(C2)C[C@@H](C(N)=O)N(C(=O)CC)C3)c1 (stereo partly specified)
  -0.1	i	i	i	i	i	i	i	-2.5	i	i
> Cc1onc(-c2ccccc2)c1C(=O)N1CCCC(C(F)(F)F)C1 (stereo unspecified)
  -1.0	i	i	i	i	i	i	i	3.0	i	i
> CC1(CCc2ccccc2)NC(=O)N(CC(=O)Nc2ccc(S(N)(=O)=O)cc2)C1=O (stereo unspecified)
  -0.1	i	i	i	i	i	i	i	17.0	i	i
> Cc1ccc2c3c(cccc13)-c1ccccc1C2=O
  1.0	i	i	i	i	i	i	i	-1.9	i	i
> Cc1c(C)c2c(OCC(=O)O)cc3c(c2oc1=O)CCC(C)(C)O3
  -0.5	i	i	i	i	i	i	i	18.8	i	i
> COc1ccc(C(=O)NCCNC(C)=O)cc1S(=O)(=O)NCc1ccc(Cl)cc1
  -0.7	i	i	i	i	i	i	i	35.3	i	i
> O=C(c1nn(Cc2ccccc2)c(=O)c2ccccc12)N1CCN(C/C=C/c2ccccc2)CC1
  -0.4	i	i	i	i	i	i	i	27.5	i	i
> O=C(Nc1sc2c(c1C(=O)NCc1ccco1)CCCC2)c1ccc2c(c1)OCO2
  3.8	i	i	i	i	i	i	i	34.3	i	i
> O=C1C(Oc2ccccc2)C(c2ccc3c(c2)OCO3)N1CCc1ccc(F)cc1 (stereo unspecified)
  -1.4	i	i	i	i	i	i	i	11.9	i	i
> COc1ccc(C=Nc2cccnc2N)cc1
  2.0	i	i	i	i	i	i	i	10.6	i	i
> CCCn1ncc(CN2CCC(Oc3ccc(C(=O)N4CCCC4)cc3)CC2)c1C
  -0.5	i	i	i	i	i	i	i	16.8	i	i
> COc1cc(C)nc(NC(=O)NC(=O)c2ccc(C(F)(F)F)cc2)n1
  -0.4	i	i	i	i	i	i	i	7.4	i	i
> CC(C)(C)CC(C)(C)NCC(O)COc1ccc2c(c1)CCC2 (stereo unspecified)
  0.0	i	i	i	i	i	i	i	8.0	-6*	i
> COCCNC(=S)N1CCC(c2nc(-c3ccc(N(C)C)cc3)no2)CC1
  0.1	i	i	i	i	i	i	i	11.6	i	i
> COc1ccc(NC(=O)C2CCCN2S(=O)(=O)c2cccc3cccnc23)cc1OC (stereo unspecified)
  -0.4	i	i	i	i	i	i	i	17.7	i	i
> CCc1cccc(Nc2cnn(C34C[C@@H]5C[C@@H](CC(CC(=O)O)(C5)C3)C4)c(=O)c2Cl)c1
  0.0	i	i	i	i	i	i	i	1.7	i	i
> COc1cc(NC(=O)CN(C)S(=O)(=O)c2ccc3c(c2)CC(C)N3C(C)=O)cc(OC)c1OC (stereo unspecified)
  -0.2	i	i	i	i	i	i	i	29.4	i	i
> Cc1ccc(-c2nnn(CC(=O)Nc3ccccc3-c3ccccc3)n2)c(-n2cnnn2)c1
  -0.1	i	nt	i	i	nt	nt	i	15.6	i	i
> CCCC(=O)Nc1ccc(C(=O)NNC(=O)c2ccccc2Br)cc1
  -0.1	i	i	i	i	i	i	i	21.8	i	i
> COC(=O)c1ccc(/C=C/C(=O)c2ccc(OC)c(OC)c2)cc1
  -0.2	i	i	i	i	i	i	i	14.7	i	i
> O=C(NCCCn1ccnc1)C(=O)c1c[nH]c2ccccc12
  -0.2	i	i	i	i	i	i	i	15.0	i	i
> CC(=O)NC(Cc1c[nH]c2ccccc12)C(=O)NCCc1ccccn1 (stereo unspecified)
  0.3	i	i	i	i	i	i	i	23.9	i	i
> CCC(=O)NCCc1nc2cc(NC(=O)c3ccc(F)cc3)ccc2n1C
  3.4	i	i	i	i	i	i	i	-0.3	i	i
> C#CCNC(=O)C1=C[C@@H](c2ccc(C(F)(F)F)cc2)C[C@@H](OCc2ccc(CO)cc2)O1
  0.4	i	i	i	i	i	i	i	14.3	i	i
> [O-][n+]1c2ccccc2cc2ccccc21
  2.5	i	i	i	i	i	i	i	14.6	i	i
> CC1CCN(C(=O)CSc2nnc(N)s2)CC1
  0.7	i	i	i	i	i	i	i	-5.1	i	i
> Cc1cnc(C(=O)OC(C)C(=O)NC2CCCc3ccccc32)cn1 (stereo unspecified)
  -0.3	i	i	i	i	i	i	i	22.6	i	i
> Cc1ccc(CNC(=O)c2nnn(CC(=O)Nc3cc(C)cc(C)c3)c2N)cc1
  -0.5	i	i	i	i	i	i	i	23.1	i	i
> COc1cccc(/C=N/NC(N)=S)c1OS(=O)(=O)c1ccccc1
  0.1	i	i	i	i	i	i	i	5.0	i	i
> COCCCNC(=O)c1ccc2c(=O)n(CC3CCCO3)c(=S)[nH]c2c1 (stereo unspecified)
  -0.2	i	i	i	i	i	i	i	14.2	i	i
> CC1CCCN(S(=O)(=O)c2ccc(NC(=O)c3cccc(-n4cnnn4)c3)cc2)C1 (stereo unspecified)
  -0.6	i	i	i	i	i	i	i	4.1	i	i
> Cc1ccc(-n2c(SCC(=O)NC3CCS(=O)(=O)C3)nc3ccccc3c2=O)cc1 (stereo unspecified)
  0.0	i	i	i	i	i	i	i	-6.3	i	i
> Cc1cc(NC(=O)c2cc(-c3ccc(C)c(C)c3)nc3ccccc23)no1
  0.8	i	i	i	i	i	i	i	10.3	i	i
> COc1cc(NC(=O)CCC(=O)c2cccs2)cc(OC)c1
  0.3	i	i	i	i	i	i	i	50.3	i	i
> CS(=O)(=O)c1ccc2nc(NC(=O)c3ccc(=O)[nH]c3)sc2c1
  -0.3	i	i	i	i	i	i	i	8.3	i	i
> CC(=O)C1=C(C)NC(=S)NC1c1cccc([N+](=O)[O-])c1 (stereo unspecified)
  -0.2	i	i	i	i	i	6.5*	i	9.9	i	i
> CCCCNc1c(N2CCN(C(=O)OCC)CC2)c(=O)c1=O
  -0.2	i	i	i	i	i	i	i	22.9	i	i
> CN(C(=O)Nc1ccc(Cl)cc1Cl)C1CCCC1
  2.2	i	i	i	i	i	i	i	12.9	i	i
> COC(=O)CNC(c1ccccc1)c1cc(C)ccc1NS(=O)(=O)c1ccc(C)cc1 (stereo unspecified)
  0.6	i	i	i	i	i	i	i	22.3	i	i
> CCCSc1nnc(Cc2cc(=O)[nH]c(=O)[nH]2)n1-c1cc(C)ccc1C
  -0.9	i	i	i	i	i	i	i	15.2	i	i
> O=C(O)CCCCCNS(=O)(=O)c1cccc2nsnc12
  -0.8	i	i	i	i	i	i	i	24.1	i	i
> Cc1ccc(-n2c(-c3ccc(Cl)cc3Cl)n[nH]c2=S)cc1
  -2.5	i	i	i	i	i	i	i	-5.5	i	i
> COc1ccc(OC(C)C(=O)Nc2cccc(OC)c2)cc1 (stereo unspecified)
  0.7	i	i	i	i	i	i	i	-1.5	i	i
> COC(=O)c1nc(NC(=O)c2cc(OC)c(OC)c(OC)c2)n[nH]1
  -0.2	i	i	i	i	i	i	i	0.8	i	i
> COc1ccccc1-c1cc(C(=O)NC2CCCC2)no1
  1.7	i	i	i	i	i	i	i	13.8	i	i
> O=C(Cn1nc(-c2ccccc2)ccc1=O)Nc1ccc(N2CCN(C(=O)c3ccccc3)CC2)cc1
  -0.4	i	i	i	i	i	i	i	23.1	i	i
> Cc1ccc(CN(C(=O)c2ccccc2[N+](=O)[O-])C2CCS(=O)(=O)C2)o1 (stereo unspecified)
  -0.3	i	i	i	i	i	i	i	6.1	i	i
> COc1ccc(NCc2nnc(SCCN3CCCCC3)n2-c2ccc(C)cc2)cc1
  -0.5	i	i	i	i	i	i	i	-1.5	i	i
> CCOC(=O)C1CCN(CC(O)COCc2ccccc2)CC1 (stereo unspecified)
  -27.6	i	i	i	i	i	i	i	21.7	i	i
> CC(C)CCn1c(=O)c2ccccc2n2c(CN(C)Cc3ccccc3)nnc12
  -0.5	i	i	i	i	i	i	i	4.6	i	i
> COc1ccc(C(=O)N(CCCO)C(C)C(=O)NC2CCCCC2)cc1OC (stereo unspecified)
  -0.4	i	i	i	i	i	i	i	10.0	i	i
> CC(=O)N1CCN(c2nc3ccc(Br)cc3s2)CC1
  4.4	i	i	i	i	i	i	i	2.5	i	i

A portion of the library; rates above refer to the full screens.
